High-throughput results from PubChem BioAssay.
INS promoter inh = TRM-6 insulin promoter activity inhibition; 130,000 tested, 0.9% active; TRM-6 cells (human fetal islet line), insulin promoter-eGFP reporter, imaging; reporter expression induced with tamoxifen; AID 1273; inhibition, % at 2 µM;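 active = inhibition above the mean plus 3 SD, with well images judged a real hit on visual review, cut at about 60% in these data, passing the limit was not always enough; inconclusive = inhibition over the cutoff but images rejected on review; inactive = inhibition not above the cutoff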
sdo1 growth = compounds rescuing growth of sdo1-depleted yeast, bone marrow failure model | AID 817 | z-score at 10 µM | 140,000 tested, 0.21% active | S. cerevisiae sdo1-depleted JHY4D growth rescue, OD600 30 h; hits give high values; pdr5 snq2 efflux-pump mutant strain;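 active = z-score above 3 at both the 24 hr and the 30 hr optical density reads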;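 note: z-score against mean and SD of all compound wells on the same plate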
sdo1 growth Rescue 24 h = also measured in sdo1 growth; calls as there; z-score; S. cerevisiae sdo1-depleted JHY4D growth rescue, OD600; measured here: growth rescue at 24 h;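 0 is the plate mean of compound wells and units are plate SD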
* hit, by the source's call; ? = inconclusive; · = no result given. These rows are one share of the data; rates above refer to the full screens.

Sequence of screens: INS promoter inh, sdo1 growth, sdo1 growth Rescue 24 h
C[C@@H]1CC[C@@]2(O[C@H](CCO)C[C@@H](O)[C@@H]2O)O1
→ ?, 0.28, -0.16
CN1c2ccccc2-c2nc3ccccc3n2C1c1cccs1 (stereo not given)
→ -11, -1.6, -1.2
C=CCn1c(=S)[nH]c2nc3c(cc2c1=O)COC(C)(C)C3
→ 24, 0.28, 0.12
Cc1ccc(NC(=O)CN2C(=O)S/C(=C\c3cccn3-c3cccc(C(=O)O)c3)C2=O)c(C)c1
→ ·, -0.98, 0.41
C/C(=N\NC(N)=O)c1ccc(-n2ccnc2)cc1
→ -14, ·, ·
O=c1[nH]cnc2c1C(c1ccccc1[N+](=O)[O-])c1c(nc[nH]c1=O)O2
→ 19, 0.26, -0.72
O=S(=O)(Nc1cccnc1)c1ccccc1
→ -14, ·, ·
c1cncc(CNc2nc(N3CCOCC3)nc(N3CCOCC3)n2)c1
→ -3, -0.06, -0.88
O=C(COC(=O)C1(c2ccccc2F)CCCC1)N1CCc2ccccc21
→ -33, 0.58, 1.2
Cc1c(Cl)cccc1Nc1ccccc1C(=O)O
→ 7, ·, ·
CCOC(=O)C1/C(=N\O)CC(C)(O)C(C(=O)OCC)C1c1ccc(N(C)C)cc1 (stereo not given)
→ 61, 0.17, 0.28
CN1CCN(/N=C/c2ccc(-c3ccccc3)cc2)CC1
→ 7, ·, ·
CCCn1cc(SCC(=O)Nc2ccc3c(c2)OCO3)c2ccccc21
→ ·, -2, -1.7
CCn1c(SCC(=O)Nc2nc(C)cs2)nnc1C(NC(=O)c1ccccc1Cl)C(C)C (stereo not given)
→ -238, 3.5, 2.9
Cc1cccc(-n2nnnc2SCc2csc(-c3ccccc3)n2)c1
→ 20, -0.09, -1
CC1(C(=O)N2CC3(CC(c4cccc([N+](=O)[O-])c4)=NO3)C[C@H]2C(=O)NCC(N)=O)CC1 (stereo not given in full)
→ ·, 0.92, 0.17
COc1ccc(CCNC(=O)CCCOc2cc(=O)n(C)c3ccccc23)cc1OC
→ -27, ·, ·
O=C(Cc1cccs1)Nc1ccc(S(=O)(=O)N2CCCCC2)cc1
→ -6, -0.76, 0.04
COC(=O)c1cccnc1-n1c(=O)c2cccnc2n(Cc2ccc(Cl)cc2)c1=O
→ -58, -1.1, -0.59
CN(C)C(=O)CSCc1c(Cl)cccc1Cl
→ -34, 0.63, -0.4
CC(C)=CCCC(C)N(C=O)C(C)CCC=C(C)C (stereo not given)
→ 46, ·, ·
N#Cc1cccc(NC(=O)N2CCC(c3nc4c(nnn4Cc4cccc(Cl)c4)c(=O)[nH]3)CC2)c1
→ -27, 0.54, 0.14
c1ccc(CN2CCN(CCCNc3ccc4nnc(-c5ccccc5)n4n3)CC2)cc1
→ ·, 1.5, 1
CC(C)(C)NS(=O)(=O)c1ccc(NC(=O)c2cc(-c3ccccc3)nc3ccccc23)cc1
→ -65, -0.53, -0.11
Cc1ccc(Cn2c(SCC(C)C)nc3c2c(=O)[nH]c(=O)n3C)cc1
→ -24, -0.17, -0.15
O=C(CCc1nc2ccccc2[nH]1)NC1CCCCC1
→ ·, 0.69, 0.28
COc1cc(NC(=O)COC(C)=O)cc(OC)c1OC
→ ?, ·, ·
O=C(Nc1cccc2ncccc12)c1cccnc1
→ -19, 0.49, 0.02
O=S1(=O)CC(O)C(Nc2ccc(Cl)cc2)C1 (stereo not given)
→ 40, 0.79, 0.67
COc1ccc(-n2cnnc2SCC(=O)Nc2cc(C)on2)cc1
→ 39, ·, ·
Cc1cccc(N=Nc2cn[nH]c2-c2ccco2)c1
→ -44, ·, ·
O=C1c2ccccc2-c2c1cccc2C(=O)N1CCN(C(=O)c2ccco2)CC1
→ -70, 0.38, -0.24
Cc1cc(Cl)c(OCCCn2cncn2)c(Br)c1
→ 58, -1.2, -1.6
O=C(NCc1cccs1)c1cnc(Cl)c(Cl)c1
→ 5, ·, ·
Cc1[nH]nc(N2CCCCC2)c1[N+](=O)[O-]
→ -11, -0.38, 0.67
Cc1ccc2nsnc2c1NC(=O)CCc1ccccc1
→ 31, 0.95, 0.1
NC(=O)C1(c2ccccc2)CCCN1C(=O)c1ccc(Br)cc1 (stereo not given)
→ -82, ·, ·
COc1ccc(S(=O)(=O)n2oc(=O)cc2-c2ccccc2)cc1OC
→ -4, -0.65, -0.54
Cc1cc(C(=O)OCn2nnc3ccccc3c2=O)c(C)o1
→ 11, 0.81, 0.34
CCCCCn1nc(C)c(/C=N/NC(=O)c2ccoc2C)c1C
→ 93*, 0.08, 0.06
Cc1nc2cc(NCc3cccs3)ccc2n1C
→ 8, ·, ·
Cc1nn(-c2ccccc2)c(NC(=O)c2cccs2)c(-c2ccc(Cl)cc2)c1=O
→ -8, 0.4, 0.21
O=C(OCC(=O)N1CCCCC1)c1cc2ccccc2cc1O
→ 14, 0.61, 0.9
O=C(NC1CCCC1)C1CCCN(S(=O)(=O)c2cccc3cccnc23)C1 (stereo not given)
→ ·, -0.48, -1
O=C(CSc1nc(-c2ccco2)cc(C(F)(F)F)n1)NC1CCCC1
→ ·, -0.77, -0.54
CCCC(C)NC(=O)COC(=O)c1ccc(Cl)c(S(N)(=O)=O)c1 (stereo not given)
→ 3, 1.1, 1.4
O=C(Nc1ccccc1C(=O)NCc1ccc(Cl)cc1)c1ccco1
→ -52, -2.1, -1.5
Cn1c(=O)[nH]c(=O)c2c1nc(Br)n2CCCCSc1nc2ccccc2o1
→ -44, -0.63, -0.7
CNC(=O)c1ncnnc1N(C)C(=O)NCc1ccccc1
→ ·, 0.52, 1.4
C=CCn1c(O)c(N=NC(=O)CNC(=O)/C=C/c2ccco2)c2ccccc21
→ 29, -1.1, -0.94
COc1ccc(-n2c(Cc3cc(=O)[nH]c(=O)[nH]3)nnc2SCC(=O)NC2CCCC2)cc1
→ ·, 1.2, 0.68
Cn1c2ccccc2c(=O)c2c(=O)n(Cc3ccco3)c(COc3ccccc3)nc21
→ -73, -0.91, 0.08
Cn1c(=O)[nH]c(=O)c2c1nc(N1CCCCCC1)n2CCOc1ccccc1
→ -42, ·, ·
COC(=O)c1[nH]c2cc(OC)ccc2c1NC(=O)CN1CCN(c2cccc(C)c2)C(C)C1 (stereo not given)
→ ·, -1, -0.08
O=C1CCC(C(=O)Nc2cccc3ccccc23)N1 (stereo not given)
→ -31, 1.2, 0.82
Cc1ccc(C(=O)N2CC3(C(C)C)CN(C(=O)c4ccc(C)cc4)CC(C(C)C)(C2)C3=O)cc1
→ 18, -0.84, -1.3
CCC(C)OC(=O)C1=C(C)NC(=O)CC1c1ccccc1OC (stereo not given)
→ 9, -0.53, -1.1
O=S(=O)(/N=C(/c1ccccc1Cl)N1CCOCC1)c1ccccc1
→ ·, 1.3, 0.88
Cc1cc([N+](=O)[O-])nn1CC(=O)N1N=C(C(F)F)CC1(O)C(F)F (stereo not given)
→ -19, 0.27, -0.63
CCOC(=O)CC(=O)Nc1nc2ccccc2s1
→ ·, 0.36, -0.46

Single entries from above:
Entry of C/C(=N\NC(N)=O)c1ccc(-n2ccnc2)cc1 under INS promoter inh: -14
Entry of O=C(CCc1nc2ccccc2[nH]1)NC1CCCCC1 under sdo1 growth Rescue 24 h: 0.28
Entry of CCCCCn1nc(C)c(/C=N/NC(=O)c2ccoc2C)c1C under sdo1 growth Rescue 24 h: 0.06
Entry of O=C1c2ccccc2-c2c1cccc2C(=O)N1CCN(C(=O)c2ccco2)CC1 under sdo1 growth Rescue 24 h: -0.24
Entry of CC1(C(=O)N2CC3(CC(c4cccc([N+](=O)[O-])c4)=NO3)C[C@H]2C(=O)NCC(N)=O)CC1 (stereo not given in full) under sdo1 growth Rescue 24 h: 0.17

2 entries from above, as comma-separated lines:
compound,INS promoter inh,sdo1 growth,sdo1 growth Rescue 24 h
COC(=O)c1[nH]c2cc(OC)ccc2c1NC(=O)CN1CCN(c2cccc(C)c2)C(C)C1 (stereo not given),·,-1,-0.08
O=C(NC1CCCC1)C1CCCN(S(=O)(=O)c2cccc3cccnc23)C1 (stereo not given),·,-0.48,-1

The results go on.
Sequence of screens: INS promoter inh, sdo1 growth, sdo1 growth Rescue 24 h
CC(C)C(=O)NCCSc1c[nH]c2ccccc12
→ ·, 1.3, 0.79
Cc1ccc2occ(C3NC(C(=O)O)CS3)c(=O)c2c1 (stereo not given)
→ 7, -0.7, 1.2
CCSCC1COC(c2cccn2Cc2ccc(C)cc2)=N1 (stereo not given)
→ -50, -1, -1.1
CCN(CC)c1ccc(NC(=O)CCCCCN2C(=O)c3ccccc3C2=O)cc1
→ 6, -0.15, -0.13
O=C(O)C[C@@H](O)C(=O)O
→ -43, 1.1, 1.4
Cn1c(SCC(=O)N2CCCc3ccccc32)nnc1-c1c[nH]c2ccccc12
→ -19, 0.91, 1.9
CCOC(=O)c1c(-c2ccccc2Cl)cn2ccccc12
→ -17, -1.7, -1.2
O=C1C2ON(c3ccccc3)C(c3cccnc3)C2C(=O)N1c1ccccc1 (stereo not given)
→ 16, 0.47, 0.68
CC(C)(C)c1cc(C(c2cccnc2)N2CCN(CCO)CC2)cc(C(C)(C)C)c1O (stereo not given)
→ 48, -2.2, -0.8
CC1CCc2nc(N)c(C#N)c(-c3cccn3C)c2C1 (stereo not given)
→ ·, -0.46, -1.1
CCOc1ccc(-c2csc(/C(C#N)=C\c3ccc(O)c([N+](=O)[O-])c3)n2)cc1
→ -20, 1.1, 1.9
Cc1c(Br)c(C(=O)NCc2cc3cc(Cl)ccc3[nH]2)nn1C
→ -13, -1.9, -2.5
N#C/C(C(=O)Oc1ccccc1)=C1\C=CC=CN1
→ -27, -0.03, -0.73
CN1C(=O)/C(=C/c2cn(CC(=O)N3CCCCC3)c3ccccc23)c2ccccc21
→ -4, -1.3, 1
CCCCCCN1C=CC=C/C1=C/C=C(C#N)C#N
→ -36, -1.8, -2.1
Cc1cccc(NC(=O)CSc2c3c(nc4ccccc24)CCC3)n1
→ 53, ·, ·
CN(C)CCCOc1ccc(C(C)(C)c2ccccc2)cc1
→ -43, 0.47, -0.53
CCc1ccccc1NC(=O)c1cc2sccc2n1C
→ ·, -0.94, -1.2
CCc1cc(C(=O)NNC(=S)NCC2CCCO2)cs1 (stereo not given)
→ -22, 0.7, 0.48
CCOC(=O)c1ccc(S(=O)(=O)N2CCNCC2)cc1
→ -34, 0.09, -0.14

Record cards, from the list above. Order of screens: INS promoter inh, sdo1 growth, sdo1 growth Rescue 24 h
CCc1ccccc1NC(=O)c1cc2sccc2n1C as listed: ·, -0.94, -1.2
CCOc1ccc(-c2csc(/C(C#N)=C\c3ccc(O)c([N+](=O)[O-])c3)n2)cc1 as listed: -20, 1.1, 1.9

(listing goes on)
Sequence of screens: INS promoter inh, sdo1 growth, sdo1 growth Rescue 24 h
Cc1nc(OCC(=O)c2ccc(Cl)cc2)c(C#N)c2c1COC(C)(C)C2
→ -6, 0.55, 0.21
CS(=O)(=O)Nc1cccc2cccnc12
→ ·, 0.6, -0.12
CC(C)C(NS(=O)(=O)c1cccc2nsnc12)C(=O)Nc1nc2ccc(Cl)cc2s1 (stereo not given)
→ ·, -2.4, -1.6
Clc1ccc(C2CC(c3ccco3)n3ncnc3N2)cc1Cl (stereo not given)
→ 33, -0.94, -1.4
CCn1c(=O)c(=O)n(CC)c2cc(S(=O)(=O)N3CCc4ccccc43)ccc21
→ ·, -0.91, -1.4
Cc1cccc(Cn2c(N3CCc4ccccc4C3)nc3c2c(=O)[nH]c(=O)n3C)c1
→ -45, -0.25, 1.9
O=C(/C=C/c1ccco1)Nc1ccc(Oc2ccc(Cl)cc2)cc1
→ 0, -1.1, -0.16
CCOC(=O)c1c(C)c(C(=O)NCc2ccc3c(c2)OCO3)c(C)n1C
→ 11, -0.47, -0.38
CCOC(=O)CSc1nc2c(sc(=S)n2CCc2ccccc2)c(=O)n1Cc1ccco1
→ 14, 0.23, 0.88
Cc1ccc(C(=O)O)cc1S(=O)(=O)N1CCSCC1
→ ·, 0.05, -0.27
CN(C1CCCCC1)S(=O)(=O)c1ccc(NC(=O)C2CCCCC2)cc1
→ 11, -1.7, -1.3
O=C(c1cccs1)N1CCN(c2ccc(F)cc2)CC1
→ 7, 0.68, 0.12
FC(F)(F)c1cc(C(F)(F)F)c2ccc(N/N=C/c3ccccc3)nc2n1
→ ·, 0.42, 0.1
COc1cccc(C(=O)Nc2cnc(NC(=O)c3ccco3)cc2C)c1
→ 6, 0.98, 1.3
COc1ccc(-n2cnnc2SC(C)C(=O)Nc2cccc([N+](=O)[O-])c2)cc1 (stereo not given)
→ ·, 0.57, 0.44
NS(=O)(=O)c1ccc(CCNC(=O)CN2CCN(c3ccccc3F)CC2)cc1
→ -33, 0, -0.73
COc1ccccc1/C=C/C(=C1/C(=O)N(c2ccccc2)N=C1C)c1ccc(C)cc1
→ 71*, 0.31, 0.96
CCOc1ccccc1-c1nc(C(N)=O)c2[nH]c(=O)n(-c3ccc(F)cc3)c2n1
→ ·, -0.15, -1.2
CCOC(=O)c1sc(Nc2ccccc2)nc1C
→ -19, -0.72, -0.75
O=C1CC(NCc2ccc3c(c2)OCO3)C(=O)N1Cc1ccc2c(c1)OCO2 (stereo not given)
→ 14, 0.25, 0.83
COc1ccccc1NC(=O)c1ccc(COc2ccc3c(c2)CCC3)cc1
→ ·, -0.74, 0.01
COc1cc(OC)c(C(=O)CCCN2CCCC2)c(OC)c1
→ -45, -0.12, -1
O=C(c1ccc(Cl)cc1)C1CCN(C(=O)N2CCOCC2)CC1
→ ·, 0.35, -0.15
CCCCCOc1ccccc1C(=O)NCCC(=O)O
→ -47, 0.14, -0.83
C=CCNC(=O)C1CC(=O)N(c2ccc(OCC(=O)Nc3ccc(OC)cc3)cc2)C1 (stereo not given)
→ 7, 0.3, 0.36
CCOC(=O)Nc1ccc2ncn(C)c(=O)c2c1
→ ·, -0.22, -0.26
